# Screening data deposited in PubChem by The Scripps Research Institute Molecular Screening Center.
# DDE Tn6 FP inh: inhibitors of Tn6 peptide binding to human fibrin DD(E); P02675; Fibrin DD(E) TRITC-Tn6 fluorescence polarization displacement; inhibition, % at 8.3 µM; actives 0.21% (n = 370,000); AID 720509;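 active = inhibition above a per-campaign cutoff: mean of compounds within control limits plus 3 SD, cut at about 15% in these data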;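 also: 0% = median of all compound wells on the plate and 100% = blocking peptide control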
# proKLK7 act: activators of human kallikrein-7 zymogen; activation, % at 7 µM; actives 0.9% (n = 370,000); purified proKLK7, EDANS-DABCYL substrate fluorescence; 100% is mature enzyme control, 0% vehicle; AID 652039; P49862;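 active = activation above the mean of all tested compounds plus 3 SD, computed per campaign excluding outliers beyond control limits, cut at about 13% in these data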
# LEDGF integ inh: blocks HIV-1 LEDGF/p75-dependent DNA integration. TR-FRET IN-LEDGF/p75 DNA integration, Eu/Cy5. AID 743269. inhibition, % at 3.7 µM. actives 0.64% (n = 370,000);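 active = inhibition above the screen-wide mean plus 3 SD, cut at about 13% in these data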;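 also: signal is the Cy5 over europium emission ratio at 671 and 618 nm; 0% = plate median of compound wells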
# ADAM10 inh: ADAM10 inhibition, QFRET primary screen | inhibition, % at 7 µM | O14672 | actives 0.62% (n = 370,000) | recombinant ADAM10, EDANS/DABCYL FRET peptide cleavage, 3 h;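 active = inhibition above a per-campaign cutoff equal to the mean of compounds falling between control-based bounds plus 3 SD, cut at about 20% in these data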;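 also: 0% = DMSO wells while the 100% control is not disclosed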
# TDP2 absorb: TDP2 (human) inhibition, absorbance primary screen; actives 0.34% (n = 370,000); inhibition, % at 12.8 µM; O95551; recombinant TDP2, T5PNP hydrolysis, p-nitrophenol absorbance 415 nm;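 active = inhibition above the mean of all tested compounds plus 3 SD, set per campaign, cut at about 25% in these data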;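 also: 0% = DMSO with enzyme and 100% = buffer with substrate but no TDP2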
#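 Test system: human TDP2 enzyme; Input: 120 nM TDP2 per well; Buffer or medium: Mg2+-containing Tris-HCl buffer, pH 7.5; Reagent: 5 mM T5PNP; Dosing: 12.8 µM single point, 1% DMSO; Incubation: reaction 2 h, 37 °C; Detection: p-Nitrophenol epi absorbance; Read-out: % inhibition relative to enzyme-containing and enzyme-free wells; Replicates: single well per compound.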
# ADAM17 inh: inhibitors of human ADAM17 | actives 0.83% (n = 370,000) | inhibition, % at 6.95 µM | P78536 | recombinant ADAM17, EDANS/DABCYL FRET peptide cleavage;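 active = inhibition above the mean of compounds lying between control limits plus 3 SD, set per campaign, cut at about 8.5% in these data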;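 also: 0% = DMSO-only wells as the low control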
# PLCg1 inh: PLC-gamma1 (human) inhibition, primary screen. AID 720700. purified PLC-gamma1, fluorogenic substrate, fluorescence. inhibition, % at 12.2 µM. actives 0.84% (n = 370,000); in the data active = inhibition above about 9.5%
# Target sequence (P19174 whole entry, looked up): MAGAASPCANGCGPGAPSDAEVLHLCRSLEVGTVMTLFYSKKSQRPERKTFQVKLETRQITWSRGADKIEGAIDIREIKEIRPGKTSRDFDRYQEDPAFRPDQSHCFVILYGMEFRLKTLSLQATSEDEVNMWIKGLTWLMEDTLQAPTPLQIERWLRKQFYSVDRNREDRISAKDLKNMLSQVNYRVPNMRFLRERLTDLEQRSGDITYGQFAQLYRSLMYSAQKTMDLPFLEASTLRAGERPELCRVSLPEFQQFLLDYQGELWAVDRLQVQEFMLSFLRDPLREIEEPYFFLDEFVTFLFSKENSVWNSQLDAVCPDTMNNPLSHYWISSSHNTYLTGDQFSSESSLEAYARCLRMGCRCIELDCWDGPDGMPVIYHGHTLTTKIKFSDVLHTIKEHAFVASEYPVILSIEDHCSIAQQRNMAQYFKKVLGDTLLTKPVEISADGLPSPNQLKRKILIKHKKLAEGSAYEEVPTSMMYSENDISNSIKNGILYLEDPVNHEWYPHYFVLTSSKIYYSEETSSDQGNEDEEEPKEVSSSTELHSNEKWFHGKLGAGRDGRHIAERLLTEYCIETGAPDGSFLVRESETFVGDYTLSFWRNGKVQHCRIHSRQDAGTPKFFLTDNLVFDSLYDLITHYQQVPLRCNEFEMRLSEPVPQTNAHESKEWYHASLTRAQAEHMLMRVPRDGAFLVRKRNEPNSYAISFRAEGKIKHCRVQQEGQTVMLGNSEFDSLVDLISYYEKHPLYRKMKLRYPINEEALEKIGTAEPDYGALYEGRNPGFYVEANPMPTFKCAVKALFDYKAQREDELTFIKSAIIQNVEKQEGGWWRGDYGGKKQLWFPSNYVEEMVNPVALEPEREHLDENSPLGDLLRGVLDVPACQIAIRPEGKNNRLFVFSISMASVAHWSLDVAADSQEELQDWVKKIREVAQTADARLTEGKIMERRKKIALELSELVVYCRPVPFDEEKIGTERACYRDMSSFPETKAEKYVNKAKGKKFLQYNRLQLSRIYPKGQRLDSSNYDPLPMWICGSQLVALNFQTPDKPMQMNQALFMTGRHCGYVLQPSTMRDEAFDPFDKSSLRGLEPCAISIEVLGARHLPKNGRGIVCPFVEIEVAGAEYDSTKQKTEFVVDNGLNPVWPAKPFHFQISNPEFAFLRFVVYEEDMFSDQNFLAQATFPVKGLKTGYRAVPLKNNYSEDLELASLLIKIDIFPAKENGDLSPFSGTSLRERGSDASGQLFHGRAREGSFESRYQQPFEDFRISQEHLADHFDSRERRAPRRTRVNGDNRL
# ASAP1 GAP inh: inhibitors of human ASAP1 ArfGAP activity | ASAP1-stimulated ARF1 GTP hydrolysis, GDP FP detection | AID 624377 | actives 0.19% (n = 360,000) | Q9ULH1 | inhibition, % at 16.5 µM; in the data active = inhibition above about 25%;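 also: 0% = vehicle with enzyme and substrate and 100% = no enzyme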
# ARFGAP1 inhibitor: rat ARFGAP1 inhibition; Q62848; Arfgap1-stimulated ARF1 GTP hydrolysis, GDP FP detection; inhibition, % at 16.5 µM; actives 0.26% (n = 360,000); AID 651572;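 active = inhibition above a per-plate limit, mean inhibition of low control wells plus 3 SD, cut at about 25% in these data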;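 also: 0% = DMSO wells with enzyme and 100% = wells lacking Arfgap1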
#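 Material: rat Arfgap1 catalytic domain, aa 1-136; also added: human ARF1(Δ1-17)-GTP substrate; compound dosing: one concentration, 16.5 µM, DMSO 1.26%; incubation: GTP hydrolysis reaction 2 h at 25 °C; measured by: Tracer-displacement fluorescence polarization with EDTA stop, 620/688 nm; evaluation: % inhibition from polarization; repeats: one replicate per compound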
# Tn7 DDE FP: DD(E)-Tn7 binding inhibition, primary FP screen | FP displacement of FITC-Tn7 peptide from fibrin DD(E); 0% = median of compound wells per plate | inhibition, % at 8.3 µM | actives 0.13% (n = 370,000);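 active = inhibition above the mean of compounds falling within the control limits plus 3 SD of them, cut at about 14% in these data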;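 also: 0% = plate median of compound wells and 100% = 10 µM Aha-Tn7 peptide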
#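 Assay system: Human clot-derived fibrin DD(E) complex | Buffer or medium: Tris/NaCl/CaCl2 buffer, pH 7.8 | Repeats: One replicate per compound | Benchmarks: Aha-Tn7 high control | Measure: % inhibition scaled between sample-field median and high-control FP | Schedule: 10 min plus 3 h, room temperature | Signal: Fluorescence polarization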
# The depositor's hits bear a star.
SMILES,DDE Tn6 FP inh,proKLK7 act,LEDGF integ inh,ADAM10 inh,TDP2 absorb,ADAM17 inh,PLCg1 inh,ASAP1 GAP inh,ARFGAP1 inhibitor,Tn7 DDE FP
Cc1ccc(C(C[N+](=O)[O-])c2c(N)n(C)c(=O)n(C)c2=O)cc1 (configuration not stated),-7,-0.2,0,-5,9,-4,0,-3,-1,5
CC(=O)c1ccc(NC(=S)NN2C(C)CCCC2C)cc1 (configuration not stated),1,-0.1,8,6,-7,0,3,17,-7,1
CCNC(=O)COC(=O)COc1ccc(Cl)cc1C,7,-0.6,2,-9,-1,-1,0,10,-1,2
CCCn1c(C)cc(/C=C(\C#N)C(=O)OCC(=O)NC(=O)NCC)c1C,0,-0.5,-4,5,5,-4,-12,-7,3,-2
CN(C)/C=C1\C=C(c2ccccc2)OC1=O,1,-2.4,7,-3,-7,-3,-7,-4,11,-1
COc1ccc(CCNC(=O)c2c(C)nc3ccccn23)cc1,-1,0.2,-4,-4,-2,-8,1,-7,4,-1
O=C(CSc1oc(-c2ccc(F)cc2)nc1S(=O)(=O)c1ccc(F)cc1)NCC1CCCO1 (configuration not stated),-2,0.2,-2,6,3,-6,0,11,9,-2
CC(C)NC(=O)C1CCCN(S(C)(=O)=O)C1 (configuration not stated),-1,-0.8,2,-4,9,-6,1,-5,-4,0
COc1ccc(C2(CNS(=O)(=O)c3ccccc3)CCOCC2)cc1,-3,0.2,0,3,6,1,3,-3,-2,2
COc1ccc(OC)c(S(=O)(=O)Nc2cccc3c(O)cccc23)c1,-6,0.4,1,-2,-5,-1,1,15,6,2
Cc1ccc(S(=O)(=O)NC(=NC(Cc2ccccc2)C(=O)O)c2ccccc2)cc1 (configuration not stated),-2,-0.5,-1,3,4,-3,-3,12,-2,2
Cc1ccc(S(=O)(=O)c2nc(C(C)(C)C)oc2N2CCOCC2)cc1,-7,0.3,0,4,-1,-2,5,12,7,-5
CCn1c(SCc2cccc(C(=O)O)c2)nnc1-c1ccc(Cl)cc1,5,0.3,-3,-3,2,-2,-2,-15,-6,2
O=C(CSc1ncnc2c1nnn2Cc1ccccc1F)N1CCN(c2ccccc2)CC1,-5,0.0,3,-10,6,-8,0,10,-1,6
CCC1CN(C(=O)NCc2ccc(F)cc2)c2cc(C)ccc2O1 (configuration not stated),-1,-0.3,-2,5,2,-5,-3,-5,5,-4
O/N=C1/CC/C(=N\O)c2nn(-c3ccccc3)nc21,-1,-0.7,-1,4,14,-7,-2,14,0,3
Cc1csc2c(SCC(=O)NNC(=O)C(Cl)Cl)ncnc12,-5,0.3,1,-5,4,-5,-2,-1,6,3
O=C(CSc1cn(CC(=O)N2CCCC2)c2ccccc12)NCC1CCCO1 (configuration not stated),4,0.5,-5,10,-6,-3,0,-4,0,-1
Cc1cc(S(=O)(=O)N2CCCC(C(=O)Nc3ccc(C(=O)O)cc3)C2)ccc1Cl (configuration not stated),-1,-0.2,3,-3,-5,-2,0,-10,12,-6
COc1ccc(CCNC(=O)c2ccccc2C(=O)NCCc2ccc(OC)cc2)cc1,2,0.1,-2,-2,-8,1,4,-13,5,-1
CN(CCc1ccccc1)C(=O)c1cccc(NC(=O)Cc2cccc(NC(=O)C3CCCN(C(=O)C4CCCC4)C3)c2)c1 (configuration not stated),1,1.1,2,1,-7,3,0,-5,1,-5
COc1ccccc1NC(=O)c1cc(N2C(=O)C3C4CCC(C4)C3C2=O)ccc1Cl (configuration not stated),-7,0.6,1,11,4,-2,3,1,-6,0
COc1ccc(CNC(=O)COC(=O)c2ccc(S(=O)(=O)NCc3ccco3)cc2)cc1,7,-0.2,11,4,-5,6,6,-14,9,-3
COc1ccc(-n2nnnc2SCC(=O)c2ccc3c(c2)OCCO3)c(OC)c1,-6,0.2,-2,-6,-6,1,-2,53*,59*,4
Cc1cc(O)c(C)c(O)c1/C=N/NC(=O)c1cccnc1,-4,-3.3,1,0,-7,5,-10,4,9,-9
COC(=O)C1C(c2ccc(OC)cc2)Nc2nnc(C(F)(F)F)n2C1(C)O (configuration not stated),10,-0.4,0,-1,15,-4,0,-13,9,0
O=C(CSc1nc(Cc2ccccc2)nc2ccccc12)c1ccc2c(c1)OCCO2,1,-1.5,3,9,-9,3,-2,-4,-3,-6
CCOc1ccc(NC(=O)CN(C)C(=O)C(C)N2C(=O)c3ccccc3C2=O)cc1OCC (configuration not stated),2,-0.4,4,3,0,-4,0,-9,6,-1
CC(C)CC(=O)Nc1ccc(S(=O)(=O)NCc2ccco2)cc1,-2,-0.3,-1,-6,7,-5,-6,-6,6,3
O=C(Nc1nccs1)c1c(O)c2c([nH]c1=O)CCCC2,-9,-0.3,0,1,0,-3,2,-9,-2,-7
COc1ccc(-c2nc(SC(CC(=O)NCCN3CCOCC3)c3cccs3)n[nH]2)cc1 (configuration not stated),0,0.4,3,1,4,1,4,1,3,6
CCOC(=O)c1ccc(NC(=O)CC2SC(=NC)N(C)C2=O)cc1 (configuration not stated),-3,-0.1,0,-6,-2,-1,1,7,7,-9
CC1CC1C(=O)Nc1ccc(S(=O)(=O)N2CCCCC2)cc1 (configuration not stated),-1,-0.5,2,-6,-4,0,-2,-9,1,-1
O=C(c1cc2nc(-c3ccco3)cc(C(F)(F)F)n2n1)N1CCc2ccccc2C1,-3,-2.1,-1,-27,4,-12,-137,-4,8,-3
COC(=O)Nc1ccc(S(=O)(=O)N2CCCC(C(=O)NC3CCCCC3)C2)cc1 (configuration not stated),3,0.6,2,2,-5,2,3,2,7,1
COc1cccc(C(=O)NCCN2CCN(c3ccc(Cl)cc3)CC2)c1,-1,0.8,4,13,-12,7,9.9*,-4,0,-1
CCOC(=O)N1CCN(C(=O)CN2C(=O)NC(c3ccccc3)(c3ccccc3)C2=O)CC1,-3,-0.6,-3,-3,-5,-3,1,-25,2,1
C#CCNC(=O)C1=C[C@@H](c2ccc3c(c2)OCO3)C[C@@H](OCCCCO)O1,-1,-0.2,2,-36,11,-15,-29,3,-8,4
O=[N+]([O-])c1ccccc1S(=O)(=O)Nc1ccc(S(=O)(=O)Nc2nccs2)cc1,2,0.8,-1,8,2,0,0,5,-3,-3
CCOC(=O)NC1=NCC(C)S1 (configuration not stated),10,0.0,-3,8,-3,-4,-2,5,2,2

# Complete entries, quoted from the list. Screens in order: DDE Tn6 FP inh, proKLK7 act, LEDGF integ inh, ADAM10 inh, TDP2 absorb, ADAM17 inh, PLCg1 inh, ASAP1 GAP inh, ARFGAP1 inhibitor, Tn7 DDE FP
# COC(=O)Nc1ccc(S(=O)(=O)N2CCCC(C(=O)NC3CCCCC3)C2)cc1 (configuration not stated) is listed as 3, 0.6, 2, 2, -5, 2, 3, 2, 7, 1
# O=[N+]([O-])c1ccccc1S(=O)(=O)Nc1ccc(S(=O)(=O)Nc2nccs2)cc1 is listed as 2, 0.8, -1, 8, 2, 0, 0, 5, -3, -3
# Cc1csc2c(SCC(=O)NNC(=O)C(Cl)Cl)ncnc12 is listed as -5, 0.3, 1, -5, 4, -5, -2, -1, 6, 3
# Cc1cc(O)c(C)c(O)c1/C=N/NC(=O)c1cccnc1 is listed as -4, -3.3, 1, 0, -7, 5, -10, 4, 9, -9
# COc1ccc(-c2nc(SC(CC(=O)NCCN3CCOCC3)c3cccs3)n[nH]2)cc1 (configuration not stated) is listed as 0, 0.4, 3, 1, 4, 1, 4, 1, 3, 6

# Other entries:
SMILES,DDE Tn6 FP inh,proKLK7 act,LEDGF integ inh,ADAM10 inh,TDP2 absorb,ADAM17 inh,PLCg1 inh,ASAP1 GAP inh,ARFGAP1 inhibitor,Tn7 DDE FP
CC1CCN(CC(=O)N2c3ccccc3CC2C)CC1 (configuration not stated),10,0.4,-4,6,8,-3,0,3,-3,7
O=C(COC(=O)C1COc2ccccc2O1)NC(=O)NC1CCCC1 (configuration not stated),2,0.1,-1,6,-6,-4,1,15,-7,2
COc1ccc(C(=O)/C=C/c2cccs2)c(OC(=O)N2CCOCC2)c1,-5,0.6,0,4,6,1,2,0,3,-1
O=c1c2ccccc2nc2n1C(CSc1ccc(Br)cc1)CN2 (configuration not stated),6,-0.3,0,7,7,1,1,-7,-6,5
CC1CC(=O)N(CC(=O)Nc2cccc(F)c2)c2ccccc2S1(=O)=O (configuration not stated),10,-0.1,0,-21,-6,-3,-1,6,-3,6
CCOC(=O)c1cc(-c2ccc(OC)cc2)n(CCC(=O)NC2CCN(Cc3ccccc3)CC2)c1C,-5,0.0,2,5,3,-3,2,0,-4,3
Cc1nonc1NC(=O)c1ccccc1Br,-1,-0.6,2,4,2,-3,-1,1,11,9
CC1(C)Cc2c(c(-c3ccccc3)nc(N3CCOCC3)c2C(N)=O)CO1,13,0.6,-2,-4,5,-2,0,13,1,1
Cc1ccc(/C=N/n2c(C)nnc2C)cc1,9,-0.6,1,6,-5,1,5,7,7,-1
N=c1c2c(-c3ccccc3)c(-c3ccccc3)oc2ncn1CCCN1CCOCC1,-13,-0.8,1,-312,-4,-71,-51,-2,17,1
CCOC(=O)N1CCN(C(=O)Cn2ncc3ccccc32)CC1,6,-0.1,1,-4,-5,-3,2,-6,8,-2
COc1ccc(/C=C/C(=O)NC(=S)N2CCCCC2)cc1OC,5,1.9,-1,-14,-9,-10,-27,-3,-11,-4
COc1ccc(OCC(=O)Nc2c3c(nn2-c2ccc(OC)cc2)CS(=O)(=O)C3)cc1,0,-0.1,-1,-5,-4,2,-3,12,6,-1
Cc1cc(C)n(-c2ccc(C(=O)Nc3ccccn3)cc2)n1,5,0.6,-3,-4,4,-5,1,5,6,-1
Cc1cccc(-n2ncc3c2CCCC3NC(=O)CCN2Cc3ccccc3C2=O)c1C (configuration not stated),-1,-0.3,5,-4,-5,-2,1,6,-12,-2
CC(=O)C(Sc1ncnc2c1nnn2-c1ccc(F)cc1)C(=O)N(C)C (configuration not stated),-1,0.1,1,0,16,-5,1,-10,0,0
C=CCOc1cccc(C2/C(=C(/O)c3ccc4c(c3)CC(C)O4)C(=O)C(=O)N2CCN2CCOCC2)c1 (configuration not stated),7,0.9,-1,-7,7,-1,-4,2,11,0
O=C(CNC(=O)c1ccc(Br)o1)NC1CCCCC1,-4,-0.1,1,5,1,-4,4,-8,0,-2
CC1CCCCC12NC(=O)N(CC(=O)NCc1ccco1)C2=O (configuration not stated),4,0.4,1,-1,7,0,5,-18,-20,-3
Cc1cc(C)c(NC(=O)c2c[nH]c(=S)n2-c2ccc(F)cc2)c(C)c1,-2,0.3,-5,-5,5,-3,0,-4,-3,5
